From PubChem BioAssay
OPRM1-OPRD1 ag – agonists of human mu-delta opioid receptor heterodimerization | P35372+P41143 | cells, OPRM1-OPRD1 heterodimerization, luminescence | activation, % at 9.3 µM | 340,000 tested, 0.3% active | AID 504326; in the data active = activation above about 18%;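 also: 0% = vehicle-treated cells and 100% = reference agonist; values of inactives mirror those of a sister screen read the other way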
Target sequence (P35372 whole entry, looked up): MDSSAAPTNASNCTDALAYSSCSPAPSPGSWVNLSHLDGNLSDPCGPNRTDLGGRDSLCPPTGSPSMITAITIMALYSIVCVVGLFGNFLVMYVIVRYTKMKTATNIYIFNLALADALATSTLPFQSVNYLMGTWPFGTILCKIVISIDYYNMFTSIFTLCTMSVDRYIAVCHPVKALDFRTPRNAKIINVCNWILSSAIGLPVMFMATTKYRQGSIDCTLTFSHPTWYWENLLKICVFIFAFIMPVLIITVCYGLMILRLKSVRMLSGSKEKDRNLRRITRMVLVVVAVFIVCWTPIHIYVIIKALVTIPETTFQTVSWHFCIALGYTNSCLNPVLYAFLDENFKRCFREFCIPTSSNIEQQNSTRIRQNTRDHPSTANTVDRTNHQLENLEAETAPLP
Target sequence (P41143 whole entry, looked up): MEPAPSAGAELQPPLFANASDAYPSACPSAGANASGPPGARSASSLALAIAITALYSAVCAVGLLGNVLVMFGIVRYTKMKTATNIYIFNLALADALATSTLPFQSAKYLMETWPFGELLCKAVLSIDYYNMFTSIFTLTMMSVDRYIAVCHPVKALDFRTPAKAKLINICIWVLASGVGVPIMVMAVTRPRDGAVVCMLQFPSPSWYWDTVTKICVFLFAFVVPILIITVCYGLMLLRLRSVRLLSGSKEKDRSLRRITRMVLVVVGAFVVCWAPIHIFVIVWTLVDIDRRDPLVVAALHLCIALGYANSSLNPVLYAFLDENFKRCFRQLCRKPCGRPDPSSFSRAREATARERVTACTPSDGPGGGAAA
RTF Ca sens act – increases calcium sensitivity of human cardiac regulated thin filaments; P19429+P45379; IANBD-labeled TnC RTF fluorescence at EC20 calcium; 0% EC20 calcium, 100% full calcium; activation, % at 7.2 µM; 340,000 tested, 0.24% active; AID 493008;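 active = activation above the mean over all tested compounds plus 3 SD, cut at about 30% in these data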;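 also: rise in fluorescence read as greater calcium sensitivity of cardiac thin filaments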
Keap1 Nrf2 FP – disrupts human Keap1 binding to Nrf2 peptide; Q14145; Keap1 Kelch-Nrf2 peptide fluorescence polarization, 1536-well; inhibition, % at 9.4 µM; 340,000 tested, 0.15% active; in the data active = inhibition above about 12%;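 also: human Keap1 Kelch domain with fluorescein labeled Nrf2 9mer peptide probe; 0% = neutral control wells and 100% = peptide positive control; higher means more block of Keap1 binding to Nrf2 peptide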
HTR5A inv ctr – inverse agonist of human HTR5A in OPRM1-OPRD1 counter-screen. inhibition, % at 9.3 µM. HTR5A cell line, luminescence, inverse agonism. 340,000 tested, 0.083% active. P47898; in the data active = inhibition mostly above about 23%, no sharp cut-off; inactive = mostly below about 18%;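 also: 0% = cells with DMSO and 100% = no-cell wells with DMSO; some compounds called inactive have numbers as strong as hits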
LANA DNA inh – blocks KSHV LANA C-terminal domain binding to DNA; MBP-C-LANA/FAM-LBS DNA binding, fluorescence polarization; inhibition, % at 9 µM; 340,000 tested, 0.078% active;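 active = highest replicate inhibition at or above 60% at 9 µM, even if other replicates fall short; inactive = all replicates below 60% inhibition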;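 also: 0% = neutral control wells and 100% = 4 µM acridine orange control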
V-ATPase pHluor – yeast V-ATPase proton transport regulation by pHLuorin. S. cerevisiae, pHLuorin cytosolic pH fluorescence. response, % at 10 µM. 350,000 tested, 0.37% active. AID 504577; in the data active = response mostly above about 7.3%, no sharp cut-off; inactive = mostly below about 5.4%; also: actives read high; inactives centre near 0; some compounds called inactive have numbers as strong as hits; reference of the scale not given here
HTR5A ag – activates human HTR5A in OPRM1-OPRD1 agonist counter-screen; HTR5A agonist assay, luminescence, cell-based; AID 504692; P47898; 340,000 tested, 0.61% active; activation, % at 9.3 µM; in the data active = activation mostly above about 9.5%, no sharp cut-off; inactive = mostly below about 7.6%;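 also: 0% = cells with vehicle only and 100% = reference agonist; strong numbers were not always called active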
Cardiac RTF inh – cardiac RTF calcium desensitization | P19429+P45379 | IANBD-labeled cardiac RTF, Ca2+ fluorescence | inhibition, % at 7.15 µM | 340,000 tested, 0.12% active;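 active = inhibition above the mean inhibition of all tested compounds plus 3 SD, cut at about 17% in these data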;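 also: assay run at fixed EC70 calcium of 1.6 mM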
OPRM1-OPRD1 inv – mu-delta opioid heterodimer inverse agonism; P35372+P41143; cell-based MOR-DOR heterodimer luminescence; inhibition, % at 9.3 µM; 340,000 tested, 0.21% active; in the data active = inhibition above about 22%, passing the limit was not always enough;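 also: 0% = cells with DMSO and 100% = wells without cells with DMSO; values of inactives mirror those of a sister screen read the other way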
CAL-PDZ inh HTS – blocks peptide binding to the human CAL PDZ domain | Q9HD26 | purified CAL PDZ, TMR-peptide fluorescence polarization, 1 h | inhibition, % at 24.9 µM | 300,000 tested, 0.92% active | AID 602252;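 active = mean inhibition of at least 30% with at least half of replicates also reaching 30%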;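 also: 0% = DMSO neutral control and 100% = excess unlabeled competitor peptide PRC23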
Starred values were filed as active, the others as inactive; nt = no result given.

SMILES	OPRM1-OPRD1 ag	RTF Ca sens act	Keap1 Nrf2 FP	HTR5A inv ctr	LANA DNA inh	V-ATPase pHluor	HTR5A ag	Cardiac RTF inh	OPRM1-OPRD1 inv	CAL-PDZ inh HTS
O=C(COc1cccnc1[N+](=O)[O-])Nc1ccccc1Sc1ccccc1	3.0	-7	3	2	0.8	-1	2	1	-16	-4
O=C(NCCN1CCc2ccccc2C1)C1CC(=O)N(C2CCCC2)C1 (stereo unspecified)	1.4	5	-2	0	0.0	0	0	-6	-9	-3
Cc1ccc(S(=O)(=O)Nc2ccccc2C(=O)N2CCCCCC2)cc1	-2.2	-1	-7	3	-0.8	-2	-1	-8	10	-3
Cc1ccc(NCN2C(=O)C(=O)c3ccccc32)nc1	-14	-12	3	-13	0.7	1	-5	7	70*	-2
O=C1C(C=Nc2ccc(F)cc2)=C(O)c2ccccc21	-3.1	-3	-6	8	1.3	-3	1	-3	14	-2
COc1cccc(CC2(CO)CCN(Cc3cnc(N4CCOCC4)s3)CC2)c1	-1.6	-5	4	-8	-0.8	2	2	0	8	nt
Cc1nnc2sc(-c3ccc(-c4ccc(Cl)c(C(F)(F)F)c4)o3)nn12	2.2	-3	-4	2	-0.8	8	-1	8	-13	-3
CCC(=O)NNc1nc2c(C)cc(C)cc2s1	-0.4	6	-5	3	1.2	-2	-1	-5	2	14
O=S(=O)(Nc1nccs1)c1ccc(F)cc1	-2.3	2	3	-3	-0.1	-3	1	0	12	2
CCN(CC)c1ccc(/C=N/NC(=O)CN2CCCc3ccccc32)cc1	5.2	-8	-4	12	1.1	-1	-4	-3	-26	0
O=C(CNCc1cccc2ccccc12)Nc1ccccc1[N+](=O)[O-]	-1.3	-2	-3	-4	2.3	-1	1	10	6	5
CCOC(=O)c1cc2sccc2n1CC(=O)N1c2ccccc2CC1C (stereo unspecified)	1.7	0	1	-9	0.3	-1	4	2	-10	-5
CC(=O)Nc1ccc(NC2=CC(=O)c3ccccc3C2=O)cc1	1.1	-2	1	-5	-3.5	3	1	-4	-6	-5
COCC1CCN(C(=O)C2CCC(=O)N(Cc3cccc(C(F)(F)F)c3)C2)CC1 (stereo unspecified)	-3.7	-1	2	7	1.4	-5	-1	-7	19	-4
COC(=O)c1[nH]c2cc(OC)ccc2c1NC(=O)CN1CCC(C(N)=O)CC1	-2.6	3	-2	4	0.2	4	-1	0	16	3
Nc1nc(COC(=O)CCC(=O)c2ccccc2)nc(Nc2ccccc2)n1	0.4	2	1	4	-0.5	-1	4	-11	-2	nt
CNC(=O)CCC(=O)Nc1ccc(C)cc1	0.4	4	1	-6	-0.2	-3	2	-20	-3	-5
Cn1cccc1-c1cc(C(=O)N/N=C/c2ccc(F)cc2)[nH]n1	0.4	-8	2	-8	-0.3	1	6	1	-3	0
Cc1ccc(C(=O)O)cc1NC(=S)NC(=O)c1ccc(-c2ccc(Cl)cc2)o1	-1.9	-4	1	-5	0.8	4	12*	-12	10	-3
O=C(Cn1cc([N+](=O)[O-])cn1)NCC1CCCO1 (stereo unspecified)	-2.1	6	-2	4	-0.7	-1	-2	-7	11	-5
Cc1ccc(/C=N/NC(=S)NC2CCCCC2)o1	1.9	3	-1	6	0.3	0	-1	-7	-10	-4
COc1ccccc1NC(=O)CN1C(=O)CSC(C)C1=O (stereo unspecified)	-1.8	-5	4	12	-1.1	-4	-5	-8	9	-5
Cc1ccc(C(c2sc3nc(C)nn3c2O)N2CCOCC2)cc1 (stereo unspecified)	3.1	-3	-5	10	-3.5	-1	-2	-10	-18	3
Cc1cccc(N2C(=O)C(O)=C(C(=O)c3cccs3)C2c2ccc(Cl)cc2)n1 (stereo unspecified)	-3.0	1	-1	-27	0.6	1	2	-3	15	1
Cc1c(C)n2c3c(cccc13)CC2	-0.1	-1	-3	-7	-1.9	6.0*	7	0	0	nt
O=C(CCNS(=O)(=O)c1ccc(Br)cc1)Nc1cccc(F)c1	0.6	-2	-3	7	0.6	-1	-2	10	-5	-4
CC(C)c1ccc(NC(=O)CCNS(=O)(=O)c2cccc3nonc23)cc1	-1.9	6	2	1	-0.4	-3	-1	-15	10	-1
Cc1ccccc1OCC(=O)NNC(=O)Cc1ccc(S(=O)(=O)N2CCOCC2)s1	-0.8	-6	-7	8	-0.2	18*	1	-18	5	-2
CC1=C(C)CC(C(=O)NC(C)CCc2ccccc2)C(C(=O)O)C1 (stereo unspecified)	0.2	-2	4	-8	-1.3	1	3	-2	-1	-5
CC1CCCCC1NC(=O)CN(C)S(=O)(=O)c1ccc2c(c1)CCC(=O)N2 (stereo unspecified)	-2.9	1	-7	10	-1.3	-2	-3	-5	15	6
CCCc1cc(=O)[nH]c(SCC(=O)Nc2c(C)cccc2C)n1	-1.3	-3	-2	18	0.2	3	5	-2	7	-5
O=C(Nc1ccccc1)c1cc2ccccc2c(=O)s1	1.7	-7	2	-16	-0.1	-1	2	1	-9	-6
Cc1cccc(C)c1C(=O)N[C@@H](Cc1ccccc1)C(=O)O	-2.3	7	0	-13	-0.2	-3	-3	0	10	-1
O=C(CNC(=O)c1ccco1)Nc1ccc2c(c1)OCCO2	1.7	-18	0	-2	-0.9	-5	1	-6	-12	nt
O=C(NCc1ccccc1)N1CCC(CO)(Cc2cccc(F)c2)CC1	-1.0	-1	-2	9	0.4	0	2	-6	5	0
COc1ccc(N(CC(=O)N/N=C(\C)c2ccc(OC)c(OC)c2)S(=O)(=O)c2ccccc2)cc1	-1.7	-3	-4	-8	1.1	5	2	1	8	-4
COc1ccc(Cl)cc1NC(=O)c1cccc(-n2cnnn2)c1	-3.3	-1	nt	-8	nt	2	3	-3	17	-2
O=[N+]([O-])c1cnn2cc(Br)cnc12	-1.9	-3	7	-9	-1.3	1	6	-5	9	nt
CCOc1ccc(NC(=O)c2nc(SCC)ncc2Cl)cc1	-0.1	-3	8	-46	0.2	0	12*	-3	1	-1
CCOC(=O)N1CCN(S(=O)(=O)c2ccc(C)c([N+](=O)[O-])c2)CC1	-0.8	2	-2	2	-0.7	2	-1	-11	4	2
COC(=O)c1ccc(N=NNc2cccc(Br)c2)cc1	2.8	-2	-2	-5	-0.3	2	3	1	-19	1
CCCNC(=O)c1ccc(C)c(NC(=O)C2=C(C)OCCS2)c1	-2.8	5	-2	-23	-1.8	-1	7	-10	13	7
COCCOC(=O)c1c(C)oc2ccc(OC(=O)c3c(OC)cccc3OC)cc12	0.6	1	-3	-4	-1.4	0	2	-15	-4	-2
Cc1cc(C(=O)NNC(=S)NCc2ccccc2)no1	0.5	-3	-7	-18	-1.1	0	4	2	-3	-3
O=C(Nc1ccc2c(c1)OCO2)c1cc(-c2cccc(O)c2)on1	4.8	1	0	5	1.3	-1	-2	-5	-27	-2
O=C(CCCc1nc(-c2ccc(Cl)cc2)no1)N1CCOCC1	-0.1	-3	-3	6	1.0	6	2	-1	0	4
CS(=O)(=O)N(CC(=O)NCC1CCCO1)c1cc(Cl)c(Cl)cc1Cl (stereo unspecified)	-2.1	-5	2	-11	-1.1	2	2	-4	11	-10
NS(=O)(=O)c1ccc(CCNC(=O)c2ccc(C#CC3(O)CCCCC3)cc2)cc1	3.7	-5	-1	-6	1.1	-5	2	3	-27	3
NC(=O)c1nccc2ccccc12	-3.3	0	-6	10	2.2	2	-3	-5	14	0
Cc1c(-c2ccccc2)oc2c(C(=O)OCC(=O)Nc3ccc(C(N)=O)cc3)cccc2c1=O	2.7	-4	0	2	-4.0	-2	-1	-4	-20	-4
CSCCC(NC(=O)c1ccc([N+](=O)[O-])cc1Cl)C(=O)OCC(=O)C12CC3CC(CC(C3)C1)C2 (stereo unspecified)	0.7	0	-2	-5	1.0	0	2	-25	-4	0
Cc1ccccc1N1CC(C(=O)O)CC1=O (stereo unspecified)	-2.3	2	-2	10	-0.9	3	-3	6	12	-3
O=C(CSc1nc2ccccc2[nH]1)NCc1ccc2c(c1)OCO2	-1.4	-3	-7	-7	0.7	-1	3	4	8	-3
N#CCCN1CCN(S(=O)(=O)c2ccc(S(=O)(=O)NC3CC3)cc2)CC1	-2.2	1	4	5	0.5	4	-2	-10	11	nt
Cc1ccc(NC(=O)COC(=O)CNC(=O)C2CCCCC2)c(Br)c1	0.5	13	-5	-2	0.0	-1	1	1	-3	-4
CN(c1ccc(OCC(=O)OCC(=O)Nc2ccc(F)cc2)cc1)S(=O)(=O)c1ccc(Cl)cc1	2.2	5	-3	-5	-0.7	4	4	-17	-11	-1
CCCN(CCC)Cc1c(C(=O)N/N=C/CCc2ccccc2)nnn1-c1nonc1N	0.6	-5	-3	11	-2.2	-2	-5	-18	-4	-1
CSc1ncccc1C(=O)NCCc1ccccc1F	-0.6	-3	-1	21	1.6	1	-6	-1	3	-3
O=C(O)CCc1nc2ccccc2c(=O)[nH]1	-2.2	-1	1	3	0.0	-3	0	-6	11	-4
COc1ccc(NC(=O)/C=C/c2cccc(F)c2)cn1	-1.5	6	6	4	13	-1	5	-15	8	nt

Following part
SMILES	OPRM1-OPRD1 ag	RTF Ca sens act	Keap1 Nrf2 FP	HTR5A inv ctr	LANA DNA inh	V-ATPase pHluor	HTR5A ag	Cardiac RTF inh	OPRM1-OPRD1 inv	CAL-PDZ inh HTS
CCn1c(SCC(=O)c2ccc(NS(=O)(=O)c3ccccc3)cc2)nnc1-c1cccs1	-5.2	1	-4	6	-1.5	1	-2	1	23	1
CC(=O)Nc1ccc(S(=O)(=O)NC(C)(C#N)C2CC2)cc1 (stereo unspecified)	0.8	0	4	-24	1.8	-1	2	-4	-7	nt
CCC(C)[C@H](N)c1cn([C@@H](CCCCN)C(=O)N2CCNCC2)nn1 (stereo partly specified)	-3.7	10	-5	17	0.1	5	2	-11	17	-4
COC(=O)c1ccc(N=C2S/C(=C\c3cc(C)n(-c4cccnc4)c3C)C(=O)N2C)cc1	-1.7	-2	-5	-17	-1.0	-2	-10	1	10	-9
Cc1ccc(NC(=S)N2CCN(Cc3ccccc3)CC2)cc1	0.2	-2	1	0	-0.1	-2	0	-2	-1	6
COc1ccccc1N(C(=O)CN1C(=O)c2ccccc2S1(=O)=O)C(C(=O)NCC1CCCO1)c1ccc(F)cc1 (stereo unspecified)	-0.5	3	-3	9	-3.8	-1	1	-4	3	-4
COc1ccccc1OCCSc1nnc(C)n1-c1ccccc1	-1.1	2	1	6	0.4	3	-1	-5	6	7
COc1ccccc1N=Nc1ccc(O)c2ncccc12	4.7	-2	3	8	5.7	-1	-2	-4	-24	18
Cc1c(Cc2ccccc2)c(NCCN(C)C)n2c(nc3ccccc32)c1C#N	0.3	-4	3	1	-5.7	-12	5	2	-2	nt
CCOC(=O)Cc1csc(NC(=O)c2ccc(C)c(S(=O)(=O)N3CCOCC3)c2)n1	0.8	10	-2	-1	-2.9	10	6	3	-3	-3

Three entries from above, with values under each structure.
Second line of a record – OPRM1-OPRD1 ag	RTF Ca sens act	Keap1 Nrf2 FP	HTR5A inv ctr	LANA DNA inh	V-ATPase pHluor	HTR5A ag	Cardiac RTF inh	OPRM1-OPRD1 inv	CAL-PDZ inh HTS
- COC(=O)c1ccc(N=NNc2cccc(Br)c2)cc1
  2.8	-2	-2	-5	-0.3	2	3	1	-19	1
- COc1ccc(Cl)cc1NC(=O)c1cccc(-n2cnnn2)c1
  -3.3	-1	nt	-8	nt	2	3	-3	17	-2
- COC(=O)c1ccc(N=C2S/C(=C\c3cc(C)n(-c4cccnc4)c3C)C(=O)N2C)cc1
  -1.7	-2	-5	-17	-1.0	-2	-10	1	10	-9
